MCF10A rereplic: A quantitative high throughput screen for small molecules that induce DNA re-replication in MCF 10a normal breast cells | 350,000 tested, 2.9% active | Potency, µM (titrated, usually from 46.1 µM), inactives show at the top dose activity, positive = re-replication, most hits filed as activators | MCF 10A DNA re-replication, Hoechst nuclear intensity, 48 h | AID 624296, 2012; note: potency is the fitted concentration of half-maximal effect; % of control where 0% means no effect; nearly all actives have a fitted effect of over 50% in size
Nrf2 inh: Nrf2 qHTS screen for inhibitors; A549 ARE-Fluc reporter, luciferase luminescence, 18-24 h; Potency, µM (series often up to 46 µM), inactives show top-dose activity change, negative = inhibition, hits mostly inhibitors; 360,000 tested, 2.1% active; AID 504444, 2011; note: potency is the fitted concentration of half-maximal effect; % is set by controls: 0 for no effect and ±100 for the full control effect; nearly all actives have a fitted effect of over 60% in size
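In this cell-based qHTS, ARE-driven firefly luciferase in A549 cells reports Nrf2 activity; the luminescent signal after BugLite lysis is the measured value, with a prior CellTiter-Fluor read for cell health.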
ATXN viability: Viability Counterscreen for Primary qHTS for Inhibitors of ATXN expression; AID 651635, 2014; Potency, µM (top dose mostly 56.7 µM), most hits filed as cytotoxic; S2 cells (HEK-293 line with an ATXN2-luciferase reporter) viability, CellTiter-Fluor protease fluorescence, 24 h; 400,000 tested, 0.49% active; note: potency is the fitted concentration of half-maximal effect; nearly all actives have a fitted effect of over 40% in size
ATXN2 expr inh: Primary qHTS for Inhibitors of ATXN expression | 360,000 tested, 0.72% active | Potency, µM (series often up to 57 µM), without a hit: at the top dose activity change, negative = inhibition, most hits filed as inhibitors | AID 1745845, 2022 | HEK-293 ATXN2-luciferase reporter, luminescence, 24 h; note: potency is the fitted concentration of half-maximal effect; % is set by controls: 0 for no effect and ±100 for the full control effect; nearly all actives have a fitted effect of over 55% in size
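ATXN2-luciferase reporter cells (luciferase flanked by upstream and downstream ATXN2 gene portions) were treated 24 h at 37 °C with compounds at up to 57 uM. SteadyGlo luminescence gave expression; GF-AFC fluorescence gave viability.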
Nrf2 activator: qHTS of Nrf2 Activators. AREc32 ARE-luciferase reporter (MCF7-derived line), luminescence, 24 h. Potency, µM (series often up to 46.1 µM), for the others: at the top dose activation, usual class: activators. 410,000 tested, 0.31% active. AID 624171, 2012; note: potency is the fitted concentration of half-maximal effect; % of control where 0% means no effect; nearly all actives have a fitted effect of over 65% in size
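AREc32 cells carrying an ARE-driven firefly luciferase reporter were seeded at 1000 cells/well in OPTI-MEM with 5% FBS, then exposed to compound for 24 hr at 37 deg C. Luminescence was read with Steady-Glo after 30 min at RT.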
TGFb inhibitor: qHTS for Inhibitors of TGF-b. 410,000 tested, 1.2% active. AID 588855, 2011. Potency, µM (highest dose often 46.1 µM), for inactives: at the highest dose activity, negative = inhibition, hits mostly inhibitors. HepG2 CAGA-GFP TGF-b/SMAD3 reporter, GFP fluorescence, 18 h; TGF-beta stimulated, 500 pg/mL final; note: potency is the fitted concentration of half-maximal effect; % is set by controls: 0 for no effect and ±100 for the full control effect; nearly all actives have a fitted effect of over 65% in size
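Using HEPG2 CAGA-GFP reporter cells at 1000 cells/well, we pinned test compounds, stimulated with recombinant TGF-beta (500 pg/mL final) and measured total well GFP after 18 h.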
A549 tox: Nrf2 qHTS screen for inhibitors: counterscreen for cytotoxicity; A549 ARE-Fluc cells, CellTiter-Fluor viability, 18-24 h; Potency, µM (top dose mostly 46 µM), inactives show top-dose activity change, negative = cytotoxicity, most hits filed as inhibitors; 390,000 tested, 0.16% active; note: potency is the fitted concentration of half-maximal effect; % is set by controls: 0 for no effect and ±100 for the full control effect
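Cytotoxicity counterscreen: CellTiter-Fluor fluorescence was measured in A549 ARE_Fluc cells after 18-24 h of compound exposure in a concentration series. The subsequent BugLite luminescent read reports ARE-luciferase activity.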
HepG2 tox: qHTS for Inhibitors of TGF-b: Cytotox Counterscreen. HepG2 CAGA-GFP viability, ATP luminescence, 18 h. Potency, µM (highest dose often 46.1 µM), inactives show at the highest dose activity change, negative = cytotoxicity, hits mostly cytotoxic. AID 588856, 2011. 410,000 tested, 0.76% active; note: potency is the fitted concentration of half-maximal effect; some results filed as inactive show a strong effect at the top dose
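HepG2 CAGA-GFP cells (1000/well, DMEM with 1% FBS) received compound, then TGF-beta at 500 pg/mL final, and were incubated 18 hours at 37 degrees C. Viability was read by CellTiter-Glo luminescence. Media-only wells were set as complete cell-killing and DMSO as no toxicity.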
IL-1B inflam inh: qHTS for Inhibitors of Inflammasome Signaling: IL-1-beta AlphaLISA Primary Screen; THP-1 LPS/ATP IL-1B secretion, AlphaLISA, 16 h; stronger effect = lower value; 360,000 tested, 4.7% active; activity change, % at 57.5 µM; in the data active = activity change below about -50%; inconclusive = mostly about -30% to -49%; note: % is set by controls: 0 for no effect and ±100 for the full control effect
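THP-1 cells pretreated 1 hr with compounds (up to 57.5 uM final), then stimulated with LPS (250 ng/mL final) plus ATP (1.25 mM final); secreted IL-1B measured by AlphaLISA after 16 hr, decreased signal indicating inhibition.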
* hit, by the source's call; i = inactive; ? = inconclusive; . = not tested or not shown; [ ] = another dose, or the depositor's remark. Unless noted, calls come from the whole dose curve; as a rule, active = well fitted curve in the direction sought with a large enough effect; inconclusive = small, poorly fitted or top-dose-only effect, or another doubt; inactive = no such curve, though single readings can be large; an effect the other way counts as inactive or inconclusive.

Values in the order: MCF10A rereplic | Nrf2 inh | ATXN viability | ATXN2 expr inh | Nrf2 activator | TGFb inhibitor | A549 tox | HepG2 tox | IL-1B inflam inh
Cc1cc(C)n2nc(C(=O)OCC(=O)Nc3ccc4c(c3)OCCO4)nc2n1
 : -5% | -1% | i | -1% | -0.2% | -5% | -3% | -10% | -5
COc1ccc(CCNc2cc(N3CCN(C(=O)c4ccccc4OC)CC3)ccc2[N+](=O)[O-])cc1OC
 : 1% | 5.8µM* | i | ? | -0.7% | -8% | ? | -14% | 43
CCCc1cc(=O)oc2cc(OCc3ccc(C(=O)O)cc3)ccc12
 : 0% | -21% | i | 13% | 2.0% | -1% | 1% | -1% | 43
COCC(C)NS(=O)(=O)c1ccc(N2CCCCS2(=O)=O)cc1 (stereo unspecified)
 : . | . | i | -1% | 0.2% | 0% | -5% | -16% | .
COc1cc(NC(=S)NC(=O)c2ccco2)ccc1NC(=O)C(C)C
 : 18% | ? | i | 7% | 2.7% | 19% | 3% | 6% | -14
Cc1ccc(Cl)cc1Nc1nn2c(=O)c3ccc(C(=O)NC4CCCCC4)cc3nc2s1
 : . | -14% | . | . | -1.2% | -4% | 0% | -19% | .
O=C(NCC1CCCO1)c1cccc(S(=O)(=O)N2CCOCC2)c1 (stereo unspecified)
 : 0% | 1% | i | 3% | 0.4% | 6% | -2% | -8% | 2
O=C(NCc1ccccc1)[C@]1(C(F)(F)F)C[C@H](CCCO)CCCO1
 : . | -1% | . | . | . | -7% | 3% | -21% | .
CN(C)C(=N)c1n[nH]nc1SCc1ccc(Cl)c(Cl)c1
 : -1% | -7% | i | -6% | -0.7% | 0% | -1% | 6% | 11
Cc1cccc(/C=N/NC(=O)c2cccc(Cl)c2)n1
 : ? | -11% | ? | ? | 4.0% | -11% | -6% | -16% | -21
CCCCCC(=O)N1C[C@H](n2cc(C3CC3)nn2)[C@@H](O)C[C@@H]1c1ccc(C)cc1
 : . | . | i | 8% | -0.8% | 0% | . | -2% | -9
COCCN1C(=O)C(=O)/C(=C(/O)c2ccc(S(=O)(=O)N3CCOCC3)cc2)C1c1cccc(OC)c1 (stereo unspecified)
 : -2% | -3% | i | -15% | -0.2% | 5% | -4% | -5% | 15
CCc1cc(CNC(=O)C2CCC(=O)N(CCc3cccc(F)c3)C2)on1 (stereo unspecified)
 : 8% | 21% | i | 2% | 0.0% | -28% | 4% | -22% | 2
CC(C)CC(NS(=O)(=O)c1ccc2c(c1)oc(=O)n2C)C(=O)NCc1ccccc1Cl (stereo unspecified)
 : . | 15% | i | 2% | -0.7% | ? | 4% | -14% | .
COC(=O)c1ccc(NC(=O)CN(C)S(=O)(=O)c2ccc(Br)s2)cc1
 : . | 8% | ? | -24% | 2.9% | -24% | 0% | -22% | .
O=C(O)c1cnn2c(C(F)F)cc(C(F)F)nc12
 : 0% | -11% | i | -11% | -0.4% | 0% | -8% | -3% | 2
O=C(CSc1nc2c(c(=O)[nH]1)CCC2)Nc1cccc(O)c1
 : . | -11% | ? | 2% | 0.0% | -1% | 13% | -17% | .
CN(CC(=O)Nc1ccccc1Cl)C(=O)COC(=O)c1ccc(Cl)nc1
 : 2% | 7% | i | 6% | -0.4% | 20% | -5% | 3% | 9
CCc1ccccc1N(C(=O)CNC(=O)c1ccco1)C(C(=O)NC1CCCC1)c1cccnc1 (stereo unspecified)
 : -1% | 1% | i | -14% | 0.0% | -10% | -3% | -1% | 5
COc1cc(C2=NOC(C(=O)N3CCN(c4ccc(F)cc4)CC3)C2)cc(OC)c1OC (stereo unspecified)
 : 1% | ? | i | -11% | 1.5% | -8% | 5% | -7% | -27
CC(=C\c1ccccc1)/C=C1/SC(=S)N(C(C(=O)O)C(C)C)C1=O (stereo unspecified)
 : ? | ? | i | 16% | 6.7% | -18% | -15% | -16% | -4
c1ccc(-c2noc(C3CCCCC3)n2)nc1
 : ? | 14% | i | 5% | -0.1% | -12% | 1% | -33% | -4
Cc1ccc(-c2nnn(CC(=O)N(c3ccc4c(c3)OCCO4)C(C(=O)NCC3CCCO3)c3ccc(F)cc3)n2)o1 (stereo unspecified)
 : ? | -36% | i | -23% | 2.2% | 16% | -2% | 0% | 65
COc1cccc(C2CC(c3ccccc3Cl)n3ncnc3N2)c1 (stereo unspecified)
 : ? | 2% | i | -2% | -0.2% | -7% | 5% | -9% | -13
O=C(Nc1cccc(OCC(=O)N2CCOCC2)c1)c1ccc(C(F)(F)F)cc1
 : -2% | -16% | i | 5% | 2.9% | -3% | -1% | 6% | 16
Cc1[nH]n(-c2ccccc2)c(=O)c1/C=N/c1nn[nH]n1
 : -5% | 6% | i | -13% | -0.2% | 11% | -4% | -34% | 35
Cc1ccc(S(=O)(=O)N2CCOCC2)cc1NC(=O)COC(=O)COc1cccc2c1OC(C)(C)C2
 : 1% | 8% | i | 19% | -0.2% | 4% | 0% | 7% | -3
CN1CCN(c2nc3nonc3nc2N2CCN(C)CC2)CC1
 : -3% | 9% | i | 11% | 0.0% | 0% | 2% | -4% | 19
COc1cccc(C(O)c2nc(-c3ccccc3)cs2)c1 (stereo unspecified)
 : . | . | i | 12% | 3.0% | -26% | . | -18% | -5
COC(=O)C(CCC(=O)CN1C(=O)c2ccccc2C1=O)N1C(=O)c2ccccc2C1=O (stereo unspecified)
 : . | . | i | . | -0.5% | 0% | . | 3% | 6
COc1cccc(-c2noc(CCC(=O)Nc3cccnc3)n2)c1
 : -2% | -19% | i | 1% | 1.0% | 15% | -13% | 1% | 14
C[C@H]1CN([C@@H](C)CO)C(=O)CCCn2nncc2CO[C@@H]1CN(C)Cc1ccc(Cl)c(Cl)c1
 : . | . | ? | -11% | 2.8% | 9% | . | -33% | 9
COc1ccc(OC(=O)c2nc(SCc3ccc(C)cc3)ncc2Cl)cc1
 : . | -5% | . | . | 0.9% | -24% | 0% | -22% | .
Cn1cc(/C=C/c2nc3ccccc3c(=O)n2-c2cccc([N+](=O)[O-])c2)c2ccccc21
 : 11% | 13% | i | -8% | 6.1% | ? | -2% | -8% | 9
CCN(CC)Cc1ccc(NC(=O)c2sc3cc(Cl)ccc3c2Cl)cc1
 : ? | 3% | ? | -25% | -0.2% | ? | 4% | -26% | .
COc1cc(/C=N/O)ccc1OCc1ccc([N+](=O)[O-])cc1
 : 11% | ? | i | 107%[activator] | 2.9% | -7% | 7% | -5% | -20
CSCCC(NS(=O)(=O)c1ccccc1F)C(=O)NCC(c1ccco1)N(C)C (stereo unspecified)
 : 2% | 0% | i | -11% | 0.1% | 4% | 0% | -2% | -5
O=C(CN(Cc1ccccc1)C(=O)CCC(=O)Nc1ccccn1)NCCc1ccccc1
 : 3% | 1% | i | -10% | -0.5% | 0% | 1% | 1% | 5
CC1c2[nH]c3ccccc3c2C[C@H]2C(=O)N(CCCN(C)C)CC(=O)N12 (stereo partly specified)
 : 0% | 2% | i | -17% | -2.2% | 4% | 2% | -2% | -6
CC(Oc1cccc(Cl)c1)c1ccnc2nc(/N=C/N(C)C)nn12 (stereo unspecified)
 : -2% | -21% | i | -9% | 1.7% | 5% | -2% | 9% | 4
COc1ccc(N2CCN(C(=O)c3ccc(-n4nc(C)cc4C)cc3)CC2)cc1
 : 4% | -19% | i | 6% | 0.0% | -18% | -6% | 0% | 13
COC(=O)NC(=S)Nc1ccc(Oc2ccc(Cl)cc2)c(Cl)c1
 : -4% | 4% | i | -18% | -0.2% | -28% | -1% | -22% | 27
CCc1ccc(N(CC(=O)NCc2ccc3c(c2)OCO3)C(=O)c2csnn2)cc1
 : 2% | 21% | i | 16% | 0.7% | 10% | 2% | -3% | -7
Cc1cccc(OCC(=O)Nc2ccncc2)c1C
 : 0% | 7.3µM* | ? | -5% | 0.0% | -17% | -7% | -3% | -6
CC(=O)Nc1ccc(S(=O)(=O)Nc2nccc(C)n2)cc1
 : 6% | -17% | i | . | -0.1% | -13% | 9% | -29% | 10
COc1ccc(S(=O)(=O)N2CCCCCC2)cc1C(=O)Nc1ccc(C(=O)N(C)C)cc1
 : 0% | -29% | i | 4% | 0.4% | 0% | -4% | -3% | -6
Cn1c(=O)[nH]c(=O)c2c1nc(NC1CCCC1)n2Cc1ccccc1
 : 0% | -11% | i | -10% | 0.4% | -1% | -1% | -17% | 7
O=C(CC1S/C(=N/N=C/c2cccs2)NC1=O)Nc1ccccc1F (stereo unspecified)
 : -5% | -9% | i | . | 17% | 2% | 6% | -22% | 15
Cc1ccc2nc(-c3ccccc3)cc(C(=O)N3CCN(S(=O)(=O)c4c(C)noc4C)CC3)c2c1
 : ? | -14% | i | -5% | -0.3% | -1% | -8% | 0% | -12
CCOC(=O)/C=C1\NC(=O)C(C)S1 (stereo unspecified)
 : 0% | 0% | i | 0% | -0.5% | 12% | . | 4% | -1
CCn1c(CNC(=O)c2cccc(C)c2)nnc1SCC(=O)N1CCOCC1
 : -1% | 6% | i | 6% | 0.3% | 4% | 0% | 35% | i
COc1cc(C)c(Cl)c(C)c1S(=O)(=O)NCc1ccc2c(c1)OCO2
 : 21% | -15% | i | 2% | -0.4% | 5% | 5% | -13% | 9
CN(Cc1ccccc1)CC(O)COc1ccc(CNCCc2cccnc2)cc1 (stereo unspecified)
 : 8% | 24% | ? | . | -0.3% | 32% | ? | -1% | 0

One compound at a time, as listed above. Order of values: MCF10A rereplic, Nrf2 inh, ATXN viability, ATXN2 expr inh, Nrf2 activator, TGFb inhibitor, A549 tox, HepG2 tox, IL-1B inflam inh
`O=C(CC1S/C(=N/N=C/c2cccs2)NC1=O)Nc1ccccc1F` (stereo unspecified) reads -5%, -9%, i, ., 17%, 2%, 6%, -22%, 15
`CC(=O)Nc1ccc(S(=O)(=O)Nc2nccc(C)n2)cc1` reads 6%, -17%, i, ., -0.1%, -13%, 9%, -29%, 10

From PubChem BioAssay
